Screening results (PubChem BioAssay)
PTHR1 agonist: qHTS for PTHR1 Agonists: Primary Screen | Parathyroid hormone/parathyroid hormone-related peptide receptor (Homo sapiens), Q03431 | HEK293 GP2 PTHR1 cells, GloSensor cAMP luminescence, 1 h | Potency, µM (titrated, usually from 115 µM), for the others: top-dose activation, hits mostly activators | actives 0.075% (n = 410,000) | AID 743266, 2014; note: potency is the fitted concentration of half-maximal effect; nearly all actives have a fitted effect of over 55% in size; some results filed as inactive show a strong effect at the top dose; inactives centre near -15; many of its hits are not listed in these tables
Target sequence (Q03431 whole entry, looked up): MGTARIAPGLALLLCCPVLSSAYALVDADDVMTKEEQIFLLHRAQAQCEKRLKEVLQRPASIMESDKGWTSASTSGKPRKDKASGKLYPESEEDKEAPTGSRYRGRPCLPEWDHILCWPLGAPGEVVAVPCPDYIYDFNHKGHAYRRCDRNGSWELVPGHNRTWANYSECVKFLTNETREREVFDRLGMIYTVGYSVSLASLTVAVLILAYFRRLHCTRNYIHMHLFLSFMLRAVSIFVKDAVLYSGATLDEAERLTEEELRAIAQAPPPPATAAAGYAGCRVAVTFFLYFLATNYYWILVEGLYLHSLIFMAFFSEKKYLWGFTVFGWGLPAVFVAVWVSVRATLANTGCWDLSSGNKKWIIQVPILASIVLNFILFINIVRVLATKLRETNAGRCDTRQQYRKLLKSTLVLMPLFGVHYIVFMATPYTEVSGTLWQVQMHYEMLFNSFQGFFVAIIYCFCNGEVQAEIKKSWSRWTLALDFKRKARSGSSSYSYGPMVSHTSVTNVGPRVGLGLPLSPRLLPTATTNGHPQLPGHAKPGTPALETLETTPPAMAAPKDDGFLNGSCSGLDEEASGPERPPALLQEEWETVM
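HEK-293-derived GP2 cells expressing PTHR1 and a GloSensor cAMP reporter, 3,000/well, plated overnight, given luciferin plus IBMX (each 0.5 mM as added) for 1 h at 37 °C, then compound for 1 h at 37 °C. Luminescence was read after 15 min at room temperature.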
aSyn yeast inh: qHTS of alpha-syn Inhibitors. Yeast expressing alpha-synuclein, growth rescue, BacTiter-Glo, 24 h. Potency, µM (titrated, usually from 46.1 µM), for the others: at the highest dose growth rescue (activation), hits mostly activators. actives 0.14% (n = 370,000). AID 652106, 2013; note: potency is the fitted concentration of half-maximal effect; % of control where 0% means no effect; nearly all actives have a fitted effect of over 65% in size
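Rescue of yeast growth: cells expressing toxic alpha-synuclein, induced in galactose at OD600 0.02, incubated with compound 24 h at 30 C. ATP luminescence quantified growth; inhibitors of toxicity appear as activators.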
GLP-1R inv ag: qHTS of GLP-1 Receptor Inverse Agonists (Inhibition Mode). Glucagon-like peptide 1 receptor (Homo sapiens), P43220. HEK293 GLP-1R CRE-luciferase, luminescence, 24 h; GLP-1R form is constitutively active. Potency, µM (titrated, usually from 38.3 µM), without a hit: top-dose activity change, negative = inhibition, actives largely listed as inhibitors. actives 1.6% (n = 410,000); note: potency is the fitted concentration of half-maximal effect; % is set by controls: 0 for no effect and ±100 for the full control effect; nearly all actives have a fitted effect of over 55% in size
Target sequence (P43220 whole entry, looked up): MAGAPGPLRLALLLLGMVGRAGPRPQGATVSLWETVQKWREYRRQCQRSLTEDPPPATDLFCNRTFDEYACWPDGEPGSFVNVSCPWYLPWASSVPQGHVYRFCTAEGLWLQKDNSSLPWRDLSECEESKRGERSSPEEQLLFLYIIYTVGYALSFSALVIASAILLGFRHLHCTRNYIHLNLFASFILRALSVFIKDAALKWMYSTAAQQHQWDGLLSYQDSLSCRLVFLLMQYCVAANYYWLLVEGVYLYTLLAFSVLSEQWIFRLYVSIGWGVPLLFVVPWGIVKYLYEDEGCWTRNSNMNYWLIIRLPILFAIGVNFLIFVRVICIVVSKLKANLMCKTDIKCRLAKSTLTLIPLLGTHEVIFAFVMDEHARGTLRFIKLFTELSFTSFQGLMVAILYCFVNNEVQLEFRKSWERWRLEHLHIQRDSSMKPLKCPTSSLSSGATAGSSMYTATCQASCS
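HEK293 cells stably co-expressing constitutively active GLP-1R and a cAMP-responsive luciferase reporter were seeded in DMEM with 10% Nu serum, given compounds after 12 h, and incubated 24 h at 37 deg C. Luminescence was then read.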
FUS yeast rescue: qHTS for Suppressors of FUS Proteinopathy: Primary screen using FUS-linked yeast assay; Potency, µM (doses to about 76.6 µM), for the others: at the highest dose growth rescue (activation), most hits filed as activators; actives 0.24% (n = 390,000); S. cerevisiae FUS-expressing, growth rescue, OD600, 24 h;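 note: potency is the fitted concentration of half-maximal effect; plate controls were DMSO vehicle for no effect and reference control for full effect; nearly all actives have a fitted effect of over 55% in size; some results filed as inactive show a strong effect at the top dose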
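Steps: raffinose overnight preculture; dilution to OD 0.005 in 2% galactose minimal medium; compound addition (concentration series); 24hr at 30C, 99% humidity; absorbance read at 600 nm.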
Abeta rescue: qHTS for compounds that reverse cellular toxicity of Amyloid beta (A-beta) peptide in yeast: Primary Screen. yeast expressing A-beta42, growth rescue, OD600, 48 h; response scale: 0% DMSO, 100% iron-clioquinol control. Potency, µM (highest dose often 46.1 µM), inactives show top-dose growth rescue, actives largely listed as activators. actives 0.063% (n = 410,000); note: potency is the fitted concentration of half-maximal effect; nearly all actives have a fitted effect of over 55% in size
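Yeast growth medium received pinned compounds, then yeast cells expressing toxic A-beta were added; plates incubated at 30 C for 48 hr. Growth read as absorbance at 600 nm, normalized to DMSO and equimolar FeCl3 plus clioquinol controls.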
MmCpn inh: Inhibitors of TCP-1 ring complex (TRiC) of Methanococcus maripaludis (MmCpn): qHTS; Potency, µM (series often up to 76.9 µM), for the others: top-dose activity, negative = inhibition, most hits filed as inhibitors; Chaperonin Mm-Cpn (Methanococcus maripaludis); purified Mm-Cpn ATPase, ADP Transcreener TR-FRET; actives 0.031% (n = 330,000); AID 504842, 2011; note: potency is the fitted concentration of half-maximal effect; % is set by controls: 0 for no effect and ±100 for the full control effect; nearly all actives have a fitted effect of over 80% in size
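ATPase turnover read by TR-FRET ADP competition (Eu cryptate antibody/ADP-d2, 665/590 nm): 10uM ATP final, 25nM Mm-CPN final, 30 min 37degC after 10-min compound preincubation, pH 7.4 Tris/KCl/MgCl2/DTT buffer.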
pAkt inh: HTS Assay for Inhibitors of Akt Phophorylation: Primary Screen. actives 0.32% (n = 360,000). Neuro2A IGF-stimulated pAkt S473 HTRF, 20 min; hits give low values. activity change, % for hits at 50 µM. AID 651550, 2012; in the data active = activity change below about -80%; inconclusive = mostly about -51% to -80%; note: % is set by controls: 0 for no effect and ±100 for the full control effect
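Neuro2A cells in DMEM with 0.5% FBS, overnight at 37 deg C, given compound at single 50 µM final, then IGF (6 nM final) for 20 min at 37 deg C. Lysed; phospho-Akt Ser473 by HTRF after 24 h, 665/615 ratio.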
GLP1R cytotox: qHTS of GLP-1 Receptor Inverse Agonists: Cytotox Screen | HEK293 cAMP-luciferase reporter cells, luminescence, 24 h | Potency, µM (top dose mostly 38.3 µM), for inactives: at the highest dose activity change, negative = inhibition, usual class: inhibitors | actives 0.13% (n = 410,000) | AID 624418, 2012;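 note: loss of luciferase light is scored as toxicity; potency is the fitted concentration of half-maximal effect; % is set by controls: 0 for no effect and ±100 for the full control effect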
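Cells in DMEM/10% Nu serum/1% pen-strep, 1536-well format. Pre-incubated 12 h, dosed with 23 nL compound, incubated a further 24 h. Luciferase detection, 12 min at room temp, luminescence.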
TDP43 rescue: qHTS of TDP-43 Inhibitors; TDP-43 expressing yeast growth rescue, BacTiter-Glo, 24 h; Potency, µM (titrated, usually from 46.1 µM), without a hit: top-dose growth rescue (activation), hits mostly activators; actives 1.8% (n = 410,000); AID 652104, 2013; note: potency is the fitted concentration of half-maximal effect; % of control where 0% means no effect; nearly all actives have a fitted effect of over 50% in size
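Luminescence from BacTiter-Glo reports growth of TDP-43-expressing yeast after 24 hr at 30 deg C with compound. Cells were raffinose-pregrown to mid-log, then seeded in galactose medium at OD600=0.02.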
Active calls of the source: *; i = inactive; ? = inconclusive; · = not tested or not shown; [ ] = another dose, or the depositor's remark. Unless noted, calls come from the whole dose curve; as a rule, active = well fitted curve in the direction sought with a large enough effect; inconclusive = small, poorly fitted or top-dose-only effect, or another doubt; inactive = no such curve, though single readings can be large; an effect the other way counts as inactive or inconclusive. This is a subset, so the mix of outcomes need not match the whole.

SMILES | PTHR1 agonist | aSyn yeast inh | GLP-1R inv ag | FUS yeast rescue | Abeta rescue | MmCpn inh | pAkt inh | GLP1R cytotox | TDP43 rescue
CC1CCCC(C)N1C(=O)COC(=O)/C=C/c1ccco1 (configuration not stated) | i | 3% | -7% | 4% | 33% | 0% | i | 20% | -11%
Cc1ccc(CCNC(=O)Cn2c(-c3cccs3)cc3cc(F)ccc32)cc1 | i | · | 13% | -26% | 3% | · | · | 9% | 10%
CC(=O)N1CCCN(Cc2cn(-c3cc(C)ccc3C)nc2-c2ccccc2)CC1 | i | 2% | ? | 5% | 4% | -3% | i | -9% | ·
Cc1c(C(=O)NCc2ccc(F)cc2)sc2nc3n(c(=O)c12)CCC3 | -8% | · | 12% | -21% | -15% | · | · | 1% | 19%
COC(=O)CCC(=O)N1CCCC(CO)(Cc2ccccc2)C1 (configuration not stated) | -26% | 4% | 10% | 15% | -3% | 2% | i | 2% | 9%
Cc1ccc(-c2nc3ccccc3n3nnnc23)cc1 | i | 0% | 5% | · | -5% | 0% | i | 2% | -1%
Cc1cccn2c(=O)c3cc(C(=O)NCCc4ccc(S(N)(=O)=O)cc4)n(C)c3nc12 | -13% | · | 2% | -15% | -25% | · | · | 33%[activator] | 21%
Cn1cccc1Cc1nnc(SCC(=O)Nc2nc3ccccc3s2)n1CCc1ccccc1 | i | -18% | -2% | 51% | 8% | -5% | i | -11% | -15%
CN(Cc1ccccc1)C(=O)COC(=O)c1ccccc1Nc1ccccc1 | -10% | 16% | 13µM* | 31% | 11% | -3% | i | 17% | 16%
CC1Sc2ccc(S(=O)(=O)N3CCN(c4cccc(Cl)c4)CC3)cc2NC1=O (configuration not stated) | -5% | -1% | ? | -11% | · | 0% | i | 15% | 4%

By substructure, those above with two or more sulfur atoms.
SMILES | PTHR1 agonist | aSyn yeast inh | GLP-1R inv ag | FUS yeast rescue | Abeta rescue | MmCpn inh | pAkt inh | GLP1R cytotox | TDP43 rescue
Cn1cccc1Cc1nnc(SCC(=O)Nc2nc3ccccc3s2)n1CCc1ccccc1 | i | -18% | -2% | 51% | 8% | -5% | i | -11% | -15%
CC1Sc2ccc(S(=O)(=O)N3CCN(c4cccc(Cl)c4)CC3)cc2NC1=O (configuration not stated) | -5% | -1% | ? | -11% | · | 0% | i | 15% | 4%

Other records.
SMILES | PTHR1 agonist | aSyn yeast inh | GLP-1R inv ag | FUS yeast rescue | Abeta rescue | MmCpn inh | pAkt inh | GLP1R cytotox | TDP43 rescue
NS(=O)(=O)c1cccc(NC(=O)c2cccc(S(=O)(=O)N3CCCCCC3)c2)c1 | i | 8% | ? | 13% | 7% | 1% | i | 10% | ?
COc1ccc(CN(Cc2cc3ccc(C)cc3[nH]c2=O)Cc2nnnn2C2CCCC2)cc1 | -14% | 7% | -6% | ? | -9% | 4% | i | ? | -17%
COc1cc(C(=O)OCc2ccc([N+](=O)[O-])cc2)cc(OC)c1OC | i | -8% | 13% | -14% | -15% | 1% | i | -3% | -15%
O=C(C(=O)N1CCN(c2ccccc2)CC1)c1ccc2c(c1)OCO2 | i | -4% | 17% | 2% | 9% | · | i | 4% | ?
O=C(COc1ccccc1F)Nc1ccc2nc(SCc3ccccc3)sc2c1 | -31%[inhibitor] | · | -4% | 5% | -14% | · | · | -9% | 5%
COc1ccc(Cl)cc1NS(=O)(=O)c1c(C)nc2scc(C)n2c1=O | 23% | · | 1% | -6% | -9% | · | · | -1% | 14%
CS(=O)(=O)N(CC(=O)O)c1cccc(Cl)c1 | i | -12% | 12% | 14% | -12% | 0% | i | -16% | -17%
COC(=O)c1ccccc1NC(=O)c1ccc2c(=O)n3c(nc2c1)CCCCC3 | -16% | · | -1% | 16% | -20% | · | · | -6% | -9%
COc1ccc2sc(-c3ccc(S(C)(=O)=O)cc3)c(-c3ccc(C(N)=O)cc3)c2c1 | -10% | -6% | -11% | -6% | -9% | -14% | i | 17% | 4%
Cc1ccc(-c2nnc(-c3cccc(NC(=O)c4cccs4)c3)o2)cc1 | -29%[57.5 µM] | -5% | 18% | 37% | -1% | 1% | i | -9% | 0%
COc1cccc(NC(=O)CSCc2nc3sc(C)c(C)c3c(=O)[nH]2)c1 | i | 4% | 9% | -42% | 10% | · | i | 3% | 11%
CCOC(=O)C(C(=O)NCC1CCCO1)C1CCCCC1 (configuration not stated) | i | 0% | -10% | -1% | 5% | 0% | i | -13% | 20%
O=C(Nc1ccc(O)c2c(=O)cc(-c3ccccc3Cl)oc12)c1ccccc1Cl | i | -3% | -6% | -9% | -4% | 0% | i | 2% | -8%
CC(C)CCOc1ccc(NC(=O)C2OC3OC(C)(C)OC3C3OC(C)(C)OC23)cc1 (configuration not stated) | i | 2% | 2% | 13% | -4% | 1% | i | -3% | -6%
O=C(Cn1ccc([N+](=O)[O-])n1)NCc1nc2ccccc2[nH]1 | i | -2% | 12% | -9% | 3% | -5% | i | -2% | -15%
C/C(N=Nc1nc2ccccc2s1)=N\Nc1ccccc1O | 1% | -15% | ? | 10% | -23% | -2% | i | ? | 2%
CC(c1ccccc1)N1CCn2c(nc3cc(NC(=O)c4cccs4)ccc32)C1 (configuration not stated) | -2%[57.5 µM] | 6% | 44%[activator] | 18% | 4% | -11% | i | -5% | -57%[inhibitor]
CN1CCN(C(=O)/C(=C\c2ccc3c(c2)OCO3)NC(=O)c2cccs2)CC1 | -16% | 0% | -17% | 0% | -10% | 1% | i | 2% | 11%
O=C(CN1C2=NCCCN2c2ccccc21)c1ccc2c(c1)OCO2 | i | 1% | ? | -1% | 10% | 0% | i | -29% | -19%
CCC(c1nnnn1-c1c(C)cccc1C)N1CCCN(Cc2ccc(F)cc2)CC1 (configuration not stated) | -16% | -1% | ? | -4% | 6% | · | i | 8% | 17%

Reformatted: results already given
| molecule | PTHR1 agonist | aSyn yeast inh | GLP-1R inv ag | FUS yeast rescue | Abeta rescue | MmCpn inh | pAkt inh | GLP1R cytotox | TDP43 rescue |
| --- | --- | --- | --- | --- | --- | --- | --- | --- | --- |
| CC(C)CCOc1ccc(NC(=O)C2OC3OC(C)(C)OC3C3OC(C)(C)OC23)cc1 (configuration not stated) | i | 2% | 2% | 13% | -4% | 1% | i | -3% | -6% |
| O=C(Cn1ccc([N+](=O)[O-])n1)NCc1nc2ccccc2[nH]1 | i | -2% | 12% | -9% | 3% | -5% | i | -2% | -15% |
| C/C(N=Nc1nc2ccccc2s1)=N\Nc1ccccc1O | 1% | -15% | ? | 10% | -23% | -2% | i | ? | 2% |

Continued:
SMILES | PTHR1 agonist | aSyn yeast inh | GLP-1R inv ag | FUS yeast rescue | Abeta rescue | MmCpn inh | pAkt inh | GLP1R cytotox | TDP43 rescue
CN(C1CCS(=O)(=O)C1)S(=O)(=O)c1ccc(C2CCCCC2)cc1 (configuration not stated) | i | 0% | 6% | -1% | 8% | -3% | i | -8% | -9%
COCCNC(=O)CSc1nc(-c2ccc(C)cc2)nc2c1c(=O)n(C)c(=O)n2C | i | · | 8% | -10% | 2% | · | · | 0% | 0%
CCCCN(C(=O)c1ccc2c(c1)OCO2)c1c(N)n(CCCC)c(=O)[nH]c1=O | i | -1% | 23% | 9% | -6% | -5% | i | 0% | -9%
COc1ccc(C2=Nc3cc(C)ccc3OC2)cc1 | -41%[inhibitor] | -6% | 0% | · | -10% | -2% | i | 15% | 20%
CCCCc1c(C)nn(-c2nnc3c4ccccc4n(CC)c3n2)c1C | -33%[inhibitor] | -2% | 10µM* | 35% | 5% | -3% | i | 10µM* | 18%
COc1ccc(NC(=O)c2cc3ccccc3o2)cn1 | -35%[inhibitor] | 1% | 14% | -15% | -17% | -1% | i | -3% | 28%
CCc1ccc(/C=N/NC(=O)c2c[nH]c3ccccc23)s1 | -40%[inhibitor] | -2% | ? | 15% | -7% | 1% | i | -42% | -7%
Cc1ccc(CN2C(=O)N/C(=C\c3ccc(-c4ccc(C(=O)O)cc4C)o3)C2=O)cc1 | i | 6% | 12% | 13% | 3% | ? | i | 104%[activator] | 9%
Cc1cc(NC(=O)CCC(=O)N(CC(=O)NC2CCCC2)c2ccc(F)cc2)no1 | -6% | -6% | -15% | -5% | -7% | -2% | i | 4% | 3%
O=C(Nc1ccccc1N1CCOCC1)c1ccc(Cl)nc1 | -54%[inhibitor] | 0% | 14% | 7% | -10% | 0% | i | 14% | 9%
CCN(C(=O)c1ccc(Cl)c([N+](=O)[O-])c1)c1ccccc1 | i | 10% | -15% | -3% | -14% | 4% | i | 2% | 0%
Cc1ccccc1C(=O)NC(CC(C)C)C(=O)N1CCN(c2ccccc2)CC1 (configuration not stated) | i | 5% | ? | 17% | 11% | 0% | i | 2% | 1%
CCCCn1c2ccc(F)cc2c2nnc(NN)nc21 | 11% | -3% | 2% | -11% | -3% | -7% | i | 0% | 22%
CC(C)Oc1ccc(CNS(=O)(=O)c2cnc(N)nc2)cc1 | 3% | · | 4% | -12% | -8% | · | · | 17% | 11%
